# CHO parental Ca: ATP-evoked calcium signal inhibitors, parental CHO, primary screen, counter-screen for OX1R antagonist project, cell-based, fluorescence, Fluo-8 calcium dye; 0.63% of 330,000 active; inhibition, % at 5.6 µM; parental CHO-K1, ATP-induced calcium, Fluo-8 fluorescence;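 active means inhibition above that plate's mean sample inhibition plus 3 SD, cut at about 26% in these data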;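 further: 0% = ATP-challenged DMSO wells and 100% = DMSO wells without ATP; some compounds past the cut are filed as inactive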
#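 Material – parental CHO cells · Reagent – ATP stimulus · Compound – single nominal dose of 5.6 µM per compound · Detection – Fluo-8 fluorescence · Read-out basis – percent inhibition of calcium signal · Controls – ATP-challenged DMSO wells low, unchallenged DMSO wells high · Repeats – no replicates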
# OXTR potentiator: human OXTR potentiators, primary screen, fluorescence, CHO-OTR cells, Fluo-8 calcium | Oxytocin receptor (Homo sapiens), P30559 | AID 2445, 2010 | Fluo-8 calcium fluorescence, potentiator mode; 0% = oxytocin EC15, 100% = EC100 | 0.061% of 320,000 active | activation, % at 3 µM;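 active means activation above that plate's cutoff, the mean activation of tested compounds plus 3 SD, cut at about 6.6% in these data, passing the limit was not always enough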;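 further: 100% uses oxytocin at 75 nM as the full agonist control; some results filed as inactive read as strong as hits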
# Target sequence (P30559 whole entry, looked up): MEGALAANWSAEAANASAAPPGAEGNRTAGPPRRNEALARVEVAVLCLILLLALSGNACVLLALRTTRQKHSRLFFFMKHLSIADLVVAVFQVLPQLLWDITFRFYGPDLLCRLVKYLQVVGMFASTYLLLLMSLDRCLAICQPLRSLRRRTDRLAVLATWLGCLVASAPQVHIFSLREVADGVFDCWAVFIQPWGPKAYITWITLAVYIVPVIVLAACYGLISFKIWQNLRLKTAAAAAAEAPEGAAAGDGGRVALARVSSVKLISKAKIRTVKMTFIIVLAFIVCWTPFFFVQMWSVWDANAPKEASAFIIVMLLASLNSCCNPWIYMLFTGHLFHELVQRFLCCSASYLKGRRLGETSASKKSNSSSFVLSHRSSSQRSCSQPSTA
#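 Material: CHO-OTR cells, human receptor; compound dosing: single dose, 3.0 µM nominal final compound concentration; schedule: 6 min compound pre-incubation at room temperature, 100 s kinetic read; measured by: kinetic Fluo-8 calcium fluorescence; read-out basis: % activation vs EC15 and EC100 oxytocin; controls: EC15 oxytocin alone as 0%, 75 nM oxytocin as 100%; replicates: singlicate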
# TAAR1 ag: human TAAR1 agonists, primary screen, Fluo-8 calcium fluorescence, CHO RD-HGA16 cells. Trace amine-associated receptor 1 (Homo sapiens), Q96RJ0. vehicle wells 0%, saturating PEA agonist 100%. activation, % at 3 µM. 0.99% of 360,000 active;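 active means activation above the mean activation of all test compounds in the run plus 3 SD, cut at about 38% in these data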
# Target sequence (Q96RJ0 whole entry, looked up): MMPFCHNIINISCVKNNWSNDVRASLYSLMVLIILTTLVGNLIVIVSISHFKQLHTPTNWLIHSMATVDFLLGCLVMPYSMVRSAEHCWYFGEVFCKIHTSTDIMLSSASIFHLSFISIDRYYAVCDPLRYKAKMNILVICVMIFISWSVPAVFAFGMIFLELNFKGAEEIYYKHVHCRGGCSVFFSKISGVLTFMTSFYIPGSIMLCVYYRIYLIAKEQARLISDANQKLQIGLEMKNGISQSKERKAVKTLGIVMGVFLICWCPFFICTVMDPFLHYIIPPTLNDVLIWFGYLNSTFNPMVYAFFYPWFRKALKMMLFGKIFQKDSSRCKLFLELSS
#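 Assay system: CHO-derived RD-HGA16 cells with stable Gα16 and human TAAR1; timing: 17-24 h seeding, 75 min 37 °C dye, 30 min RT; read-out: % activation from peak over basal fluorescence ratio, DMSO-to-PEA scaled; measured by: kinetic Fluo-8 calcium fluorescence; benchmarks: low control DMSO, high control PEA (EC100); doses: 3 µM single concentration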
# CHO-K1 Ca ag: counter-screen for M1 agonists: effect in parental CHO-K1 cells; Fluo-8 calcium fluorescence; scaled to maximal ATP response, vehicle zero; activation, % at 3 µM; 0.48% of 360,000 active; in the data active means activation above about 15%;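 further: untransfected CHO-K1 host cells lacking M1 receptor as counterscreen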
# CHO-K1 Ca antag: M1 antagonist counterscreen hit in parental CHO-K1 cells; 0.6% of 360,000 active; ATP-induced calcium, Fluo-8 fluorescence; AID 602250; inhibition, % at 3 µM;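 active means inhibition above a per-plate cutoff, the plate's mean sample inhibition plus 3 SD, cut at about 24% in these data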;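 further: 0% = DMSO plus EC80 ATP and 100% = DMSO alone without ATP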
# M1 ag: human M1 muscarinic receptor agonists, primary screen, Fluo-8 calcium fluorescence, CHO-K1 cells, HTS. activation, % at 3 µM. AID 588814, 2011. Muscarinic acetylcholine receptor M1 (Homo sapiens), P11229. 0.33% of 360,000 active. CHO-K1 hM1, agonist mode; 0% DMSO, 100% acetylcholine EC100;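 active means activation above the run's mean compound activation plus 3 SD, cut at about 16% in these data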;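 further: peak over basal fluorescence ratio within a 140 s kinetic read after compound addition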
# TAAR1 antagonist: human TAAR1 antagonists, primary screen, Fluo-8 calcium fluorescence, CHO RD-HGA16 cells | 1.5% of 360,000 active | AID 624466, 2012 | antagonist | Trace amine-associated receptor 1 (Homo sapiens), Q96RJ0 | inhibition, % at 3 µM;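 active means inhibition above a per-plate cutoff, the mean inhibition of test compounds on that plate plus 3 SD, cut at about 49% in these data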;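 further: 0% = DMSO plus EC80 beta-PEA response and 100% = DMSO alone without agonist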
#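 test system = CHO RD-HGA16 cells bearing hTAAR1 | replication = singlicate | controls = DMSO-only wells and EC80 β-PEA-stimulated wells | reagent = EC80 β-phenethylamine stimulus | read-out basis = percent inhibition of PEA-evoked calcium signal, max/basal emission ratio | schedule = seeding 17-24 h prior, 75-min 37 °C, 30-min RT dye loading | signal = kinetic Fluo-8 calcium fluorescence measurement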
# M1 PAM parental: nonselective calcium activators in parental CHO-K1 cells, primary screen, counter-screen for M1 PAM project, cell-based, Fluo-8 calcium fluorescence, full deck, 1536-well; ATP EC20; 0% at ATP EC20, 100% at ATP max; activation, % at 3 µM; 0.02% of 360,000 active; AID 602247, 2012;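 active means activation above the run cutoff, the mean activation of all test compounds plus 3 SD, cut at about 40% in these data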;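 further: peak over basal fluorescence ratio in a 140 s read after ATP addition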
# CHRM1 antagonist: human M1 muscarinic receptor antagonists, primary screen, CHO-K1 cells, Fluo-8 calcium fluorescence, 1536-well | Muscarinic acetylcholine receptor M1 (Homo sapiens), P11229 | CHO-K1 hM1, ACh EC80 antagonist | inhibition, % at 3 µM | 1.3% of 360,000 active | AID 588852, 2011;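 active means percent inhibition above its own plate's cutoff, namely the mean of that plate's compound wells plus 3 SD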;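 further: peak over basal fluorescence ratio during 140 s after agonist addition; 0% = ACh EC80 plus DMSO and 100% = DMSO alone without agonist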
# * marks the source's active call; other numbers are inactive results; x = not tested or not shown.
SMILES,CHO parental Ca,OXTR potentiator,TAAR1 ag,CHO-K1 Ca ag,CHO-K1 Ca antag,M1 ag,TAAR1 antagonist,M1 PAM parental,CHRM1 antagonist
CCOc1ccccc1N(CC(=O)Nc1ccc(S(=O)(=O)N2CCOCC2)cc1)S(=O)(=O)c1ccccc1,-5,-5,x,0.5,-5,-8,x,6,0
N=C1C(c2nc3ccccc3s2)=C(O)CN1NC(=O)c1ccccc1[N+](=O)[O-],0,-17,6,-0.7,13,-5,0,7,5
NS(=O)(=O)c1cccc(NC(=O)COC(=O)Cn2cnc3ccccc32)c1,-1,-9,0,1.0,-16,-1,2,22,-28
COc1ccc(/C=C2\C(=O)ON=C2c2ccccc2)cc1OC,5,2,1,0.9,-10,-2,-4,13,-17
Cc1sc(C(=O)NCc2cccnc2)c2nc(C)n(CC(=O)NCc3cccnc3)c(=O)c12,1,-1,13,0.7,-16,-8,10,21,-11
CC(C)(C)OCC1CO1 (stereo not given),-7,4,0,0.4,-20,-3,-5,15,-6
O=C1CN(C(=O)COC(=O)c2ccc(C(F)(F)F)cc2)c2ccccc2N1,-4,-5,-4,0.2,-19,-1,18,19,-15
Cc1cc(C2(O)C(=O)Nc3ccccc32)ccc1F (stereo not given),1,-10,0,0.7,-7,0,7,19,-14
Cc1[nH]c2ccccc2c1C(=O)CN1C(=O)C(=O)N(CCC2=CCCCC2)C1=O,-10,-10,6,1.9,-8,-3,28,7,6
CC(O)c1ccc(-n2cnnn2)cc1 (stereo not given),-5,0,3,0.7,-15,-10,-8,22,-7
Cn1ccnc1C(=O)c1ccc(NN)c([N+](=O)[O-])c1,-16,-12,-1,0.3,4,-6,1,14,3
CC1CC1C(=O)Nc1nc2ccc(S(C)(=O)=O)cc2s1 (stereo not given),-2,-6,-3,0.6,14,-1,3,-10,-4
Cc1ccc(NC(=O)CS(=O)CC(=O)NC23CC4CC(CC(C4)C2)C3)cc1 (stereo not given),-14,1,-1,-0.3,4,-6,0,-5,16
CCCC(=O)OCC(=O)Nc1ccc([N+](=O)[O-])cc1C#N,-1,-6,1,-0.2,26*,2,2,-16,-12
COc1ccc(Cc2nc(C(=O)Nc3ccc(OC)cc3)cs2)cc1,1,-17,6,2.6,-8,1,-13,9,-4
O=c1[nH]c(C2CCN(S(=O)(=O)c3ccc(S(=O)(=O)NC4CC4)cc3)CC2)nc2c1nnn2Cc1ccc(F)cc1,-11,-6,4,-0.2,-5,-10,5,8,-8
CS(=O)(=O)N(Cc1ccc(C(=O)NN=C2CCCC2)cc1)c1ccccc1,-5,-6,-1,0.7,-6,-9,20,18,0
O=C(COc1ccc2c3c(c(=O)oc2c1)CCCC3)NCc1ccccn1,-25,3,1,0.5,-5,-4,-20,-11,11
CCC(C)Nc1nc(-c2ccc3c(c2)NC(=O)CO3)cs1 (stereo not given),3,-2,5,0.2,-13,-4,-27,23,2
O=C(Nc1cccc2ccccc12)N1N=CCC1c1ccccc1 (stereo not given),-12,-5,1,0.6,-5,-8,-3,18,0
CCn1c(=O)cc(OCC(=O)N2CCN(C(=O)c3ccco3)CC2)c2ccccc21,-3,-4,3,0.3,-8,-1,-5,-1,-7
CC(=O)c1c(C)[nH]c(C(=O)CSc2nnc(C3CCCCC3)n2N)c1C,-17,-9,5,-0.4,-3,-3,-28,-17,0
CCOC(=O)/C=C/C(=O)N1CCN(C(=O)/C=C/C(=O)OCC)CC1,-16,-2,3,0.3,-8,0,-9,11,1
Cc1ccc(/C(CSc2nccn2-c2ncc(C(F)(F)F)cc2Cl)=N\O)cc1,0,-9,15,2.8,-1,2,-14,9,10
Cc1c(C(=O)N2CCN(c3ccccc3F)CC2)sc2nc(-c3ccccc3)cn12,-5,1,13,4.5,-2,-5,13,23,-3

# Further results:
SMILES,CHO parental Ca,OXTR potentiator,TAAR1 ag,CHO-K1 Ca ag,CHO-K1 Ca antag,M1 ag,TAAR1 antagonist,M1 PAM parental,CHRM1 antagonist
Cc1ccc(Nc2nnc(SCC(=O)Nc3cccc(S(=O)(=O)NC4=NCCCCC4)c3)s2)c(C)c1,-38,-7,0,3.0,-6,-10,24,15,-8
CCOc1cc(CNc2ccc3c(c2)OCCO3)cc(Br)c1OC,-16,-1,4,-0.1,-3,-5,12,1,2
O=C(Nc1ccc(N2CCCC2)c(Cl)c1)c1ccc([N+](=O)[O-])cc1,3,-6,3,0.2,-2,-7,10,3,-10
CC1CCc2c(sc(NC(=O)CN3CCN(C(=O)c4ccco4)CC3)c2C#N)C1 (stereo not given),-30,-14,5,1.8,-8,-1,2,9,-15
C(=N\N=C\c1cccnc1)/c1cccnc1,-13,-2,x,0.1,-3,-4,x,9,-1
CCc1ccccc1NC(=O)Cn1nc(C(F)(F)F)cc1C1CC1,-20,1,4,0.5,-7,-5,3,16,-2
CC(C)(C)C(=O)O/N=C(\N)COc1cccc(Cl)c1,-1,-6,3,0.8,-9,-5,-19,22,-6
Cc1cccc(S(=O)(=O)c2c(N)n(/N=C/c3ccco3)c3nc4ccccc4nc23)c1,-2,-1,4,0.0,-17,-3,-3,14,1
CC1Cc2ccccc2C(=O)N1 (stereo not given),-13,-8,8,0.7,-9,-2,-10,10,-7
COc1ccc(N(CC(O)Cn2nnc3ccccc32)S(=O)(=O)c2ccc(C)cc2)cc1 (stereo not given),-22,-10,11,0.4,-14,-5,3,4,6
Cc1c(NC(=O)c2ccccc2)c(=O)n(-c2ccccc2)n1C,8,-10,1,-0.2,6,-3,-5,2,-2
Cc1ccccc1N1C(=O)c2ccccc2C1Nc1cccnc1 (stereo not given),-8,-5,1,0.0,-9,-3,-43,11,-7
COc1cccc([C@@H]2CC=C(C(=O)O)[C@H](c3ccccc3)N2S(=O)(=O)c2ccc(C)cc2)c1,-14,-4,10,0.4,-14,-2,8,-16,-14
CSc1nc(=S)n(Cc2ccccc2)c(C)c1C(C)=O,-2,-8,1,0.3,-5,-4,-6,3,9
Cc1oc(C(C)(C)C)c(CN2CCOCC2)c1C(=O)O,-3,-7,4,0.7,-12,-1,-18,20,10
COc1cccc(CN2CC(C(=O)NCCc3ccc(C)o3)CCC2=O)c1 (stereo not given),x,x,6,0.6,-8,-2,-11,-15,0
Cc1ccccc1N1C(=S)NC2c3ccccc3OC1(C)C2C(=O)N(C)C (stereo not given),-4,-24,3,0.2,-5,-4,-19,-2,-3
O=C(COc1ccc2ccc(=O)oc2c1)N1CC[C@@]2(O)CCCC[C@H]2C1,-8,3,3,0.3,-1,-6,3,4,-10
COc1ccc(C(=O)Nc2ccc(SC(F)F)cc2)cc1,3,-5,2,5.8,-6,-6,11,19,8
O=C(N/N=C/c1c(O)ccc2ccccc12)c1[nH]ncc1Br,-17,-6,11,5.7,-11,-6,1,11,-7
C/C(=N/NC(=O)c1ccc(Br)s1)c1ccncc1,-20,-14,5,0.8,3,0,-31,-3,-9
COc1cccc(NC(=O)C(NCC(C)(C)CN(C)C)c2ccccc2)c1 (stereo not given),-8,-6,2,0.1,-2,-8,-19,-2,-2
CCCN=C(C)C1=C(O)c2ccccc2C1=O,-6,-4,1,2.2,-5,-12,2,21,-2
O=C(CSc1n[nH]c(-c2cccs2)n1)NCc1cccs1,1,-12,1,2.9,8,-3,-9,0,-3
O=c1cc(COc2ccccc2[N+](=O)[O-])nc2sccn12,-5,-5,2,x,x,x,4,x,x

# Next compounds.
SMILES,CHO parental Ca,OXTR potentiator,TAAR1 ag,CHO-K1 Ca ag,CHO-K1 Ca antag,M1 ag,TAAR1 antagonist,M1 PAM parental,CHRM1 antagonist
O=C(NCc1ccco1)c1cc(-c2ccccc2)c(N2CCOCC2)s1,-7,-10,-1,1.3,4,-4,11,19,2
O=C(N/N=C/c1cccnc1)c1cc(C2CC2)nc2ccccc12,-8,-9,x,10,-9,-2,x,13,-12
NC(=O)C1CCN(CC(=O)Nc2nc(-c3ccccc3)cs2)CC1,0,-4,0,0.4,3,1,-2,17,-17
Cc1ccc(-c2noc(CNC(=O)COc3ccccc3C)n2)cc1,-3,1,-2,-0.1,5,-4,-25,3,-24
Cc1ccc(C)c2[nH]c(=O)c(CN(CCN3CCCC3)C(=O)Nc3ccc(F)cc3)cc12,-25,-22,3,0.5,-4,-6,3,20,12
Cc1nn(C2CCS(=O)(=O)C2)c(Cl)c1/C=C/C(=O)OCC(N)=O (stereo not given),-2,-1,0,1.4,-7,-3,-31,7,-13
CCOC(=O)C1=CCC(c2ccccc2)N(S(=O)(=O)c2ccccc2[N+](=O)[O-])C1 (stereo not given),x,x,2,1.0,11,-3,-2,8,8
NS(=O)(=O)c1ccc(CCNC(=O)c2ccc3c(=O)n4c(nc3c2)CCCCC4)cc1,-9,-9,3,0.7,-18,-4,11,16,-14
Cc1ccc(S(=O)(=O)NNC(=O)c2ccc(F)cc2)cc1,-9,-5,0,-0.3,7,-6,4,-14,12
O=C(NCc1cc(Cl)cc(Cl)c1)c1csc([C@@H]2C[C@H](O)[C@@H](CO)O2)n1,x,x,3,0.6,1,2,-18,-10,-6
CCOc1ncccc1C(=O)OCC(=O)c1ccc(C)c(C)c1,-11,0,2,0.6,-18,-5,-17,7,-10
Cc1ccccc1/C=N/NC(=O)c1sccc1C,-1,-4,2,0.3,-2,-4,15,9,10
Cc1cc(NS(=O)(=O)N(C)C)ccc1C(C)C,-1,-3,5,0.7,-4,-2,7,10,-10
CCSc1ccc(-c2cc(NC=O)c3ncc(-c4cccc(C(=O)N(C)C)c4)n3c2)cc1,x,x,15,7.0,11,-1,26,12,10
COc1cc(NCCCn2cnc(C(=O)Nc3ccc(C)c(C)c3)n2)cc(OC)c1OC,x,x,2,1.4,-12,-1,-9,10,-20
CCCc1nc(-c2ccc(-c3ccc(F)cc3)cc2)no1,-3,-2,6,-0.1,-13,-4,0,13,-6

# Outcome played no part in choosing rows (roughly 4.2% active in at least one column).
